# b-catenin transl: alters nuclear translocation of beta-catenin in HeLa cells; 0.3% of 190,000 active; nuclear translocation activity, % at 5 µM; immunofluorescence imaging;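 active = nuclear translocation activity above 50% at 5 µM, with a well cell count of 50 or more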;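 also: per-cell ratio of nuclear to cytoplasmic median beta-catenin stain intensity; plate controls were DMSO negative control for no effect and GSK-3 inhibitor IX positive control for full effect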
#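 Test system: human HeLa cell line; Doses: 5 µM primary, 0.02–20 µM confirmation; Incubation: 24 h compound exposure, 37°C; Detection: beta-catenin immunofluorescence imaging with DAPI; Read-out: beta-catenin nuclear/cytoplasmic ratio, % activation.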
# TNAP activators: stimulation of alkaline phosphatase TNAP activity – biochemical, luminescent, no phosphate acceptor, uHTS, primary screen (AID 1001); activation fold at 20 µM; hits with a dose series show EC50 in µM; 0.03% of 200,000 active; purified TNAP, luminescent activation assay, no phosphate acceptor; higher activation fold means a stronger effect; in the data active = activation fold from about 3, or a potency from the dose series; inactive = the rest, 99 in 100 with activation fold below about 1.6; also: many of its hits are not listed in these tables
# T cell modulator: T cell immune modulators affecting CD8 T cell-vesicle binding. 2C CD8+ T cell-vesicle binding, flow cytometry; hits give low values. calls only at 7 µM. 0.068% of 330,000 active;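 active = response, share of CD8 T cells binding vesicles, and their 90th percentile fluorescence all below set limits, cut at about 80% in these data, passing the limit was not always enough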
#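 Incubation: binding step 1.5 h, 37 °C, antibody labelling 20 min, ice; system: murine 2C transgenic CD8+ T lymphocytes; technique: cytometric PE anti-B7-1 and Alexa647 anti-CD8 signals after 1% paraformaldehyde fixation; also added: QL9-charged Drosophila Ld/ICAM-1/B7-1 vesicles; control set: naked versus QL9-loaded vesicles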
# Hep lipid drop: modulators of hepatic lipid droplet formation. AML12 mouse hepatocytes, oleate lipid droplets, BODIPY imaging. inhibition, % at 6.5 µM. 0.4% of 240,000 active. AID 1656;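 active = lipid droplet intensity inhibited by at least 50%, with more than 500 cells counted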
#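 Technique: fluorescence imaging, 20x objective, two fields per well / Assay system: AML12 hepatocytes (mouse) / Measure: % inhibition of lipid droplet signal / Doses: 6.5 µM single-point dosing / Incubation: overnight exposure / Reagent: 100 µM oleic acid challenge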
# Autophagy mod: modulators of autophagy | MEF GFP-LC3 puncta imaging; test concentration mostly 10 µM | calls only at 10 µM (by protocol) | 0.98% of 190,000 active;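 active = percentage of spot-positive cells more than 3 SD above its plate mean, without a fluorescence outlier flag or 80% toxicity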;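 also: spot-positive cell cutoff set from DMSO-treated cells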
# human PMI inhibition: MPI enzyme activity inhibition – biochemical, fluorescence intensity, coupled assay, primary screen (AID 1209) | 0.42% of 190,000 active | one-dose inhibition, % at 20 µM; IC50 in µM for titrated hits | purified PMI enzyme, coupled fluorescence intensity; higher % means a stronger effect;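 also: plate controls were DMSO vehicle for no effect and wells lacking substrate for full effect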
# PMI inhibition: human PMI inhibitors, high substrate, primary screen, biochemical, fluorescence intensity, high mannose 6-phosphate (AID 1220). recombinant PMI enzyme, coupled fluorescence intensity; higher % means a stronger effect. inhibition, % at 20 µM, or IC50 in µM where a hit was titrated. 0.66% of 190,000 active
# Insulin prom up: MIN6 insulin promoter up-regulation. MIN6 insulin promoter-GFP reporter, high-content imaging; hits give high values. z-score at 5 µM. 0.3% of 190,000 active. AID 1625;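 active = z-score above 3 at 5 µM with at least 500 cells counted in the well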
# MT stabilizer: stabilizes microtubules in HeLa cells | AID 2205 | % tubulin-high responders, % at 10 µM | 0.83% of 200,000 active | HeLa tubulin immunostaining HCS, 24 h; share of cells brighter than vehicle mean+2SD;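 active = plate Z-score above 3 for both tubulin-high and condensed-nucleus cell shares, with cell loss under 80%, at 10 µM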;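 also: anti alpha tubulin signal scored within the nucleus-defined area of each cell; some results filed as inactive read as strong as hits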
# Insulin prom up cell count: recorded beside Insulin prom up, whose call it bears; cell count; measured here: cytotoxicity, nuclei count;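 total cells summed across four imaged fields per well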
# Hep lipid drop cells 6.5 µM: also measured in Hep lipid drop; calls as there; cell count; measured here: cell count, cytotoxicity flag;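 cells counted across two imaged fields per well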
# b-catenin transl cell count 5 µM: recorded beside b-catenin transl, whose call it bears; cell count; measured here: cell count, cytotoxicity flag
# T cell modulator vesicle-bound %: further read-out of T cell modulator, marked with its call; double positive events, %; measured here: CD8+ vesicle-bound cell fraction;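 binding gate set so that unloaded-vesicle control wells show 10% double positive cells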
# MT stabilizer Hoechst-high %: recorded beside MT stabilizer, whose call it bears; % Hoechst-high responders; measured here: nuclear condensation Hoechst responders;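 share of cells brighter than vehicle mean plus two SD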
# MT stabilizer cytotoxicity %: further read-out of MT stabilizer, marked with its call; toxicity, %; measured here: cytotoxicity by cell density;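 0% = mean cell density of plate MIN control wells and 100% = no cells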
# Autophagy mod cell loss 18 h: recorded beside Autophagy mod, whose call it bears; toxicity, %; measured here: cell loss, nuclei count;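 cell loss after 18 h compound exposure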
# Active calls of the source: *; i = inactive; . = not tested or not shown; + = active, no number; & = joins results of further samples. Rule as the data show it, unless noted: active = inhibition above about 50%; inactive = the rest.
SMILES	b-catenin transl	b-catenin transl cell count 5 µM	TNAP activators	T cell modulator	T cell modulator vesicle-bound %	Hep lipid drop	Hep lipid drop cells 6.5 µM	Autophagy mod	Autophagy mod cell loss 18 h	human PMI inhibition	PMI inhibition	Insulin prom up	Insulin prom up cell count	MT stabilizer	MT stabilizer Hoechst-high %	MT stabilizer cytotoxicity %
Cc1ccc2c(c1)nnn2C1CCN(CC(=O)N(c2ccccc2)c2ccccc2)CC1	-0.7	1361	.	i	49	10	700	.	.	.	.	-0.59	984	.	.	.
O=C1NC(=Nc2ccccc2)S/C1=C/c1cccs1	4.6	999	1	i	36	1	724	i	1	-19%	-8%	-0.88	1208	4.9	2.7	4.8
N/C(CN1CCSCC1)=N\OCc1c(F)cccc1Cl	-0.5	1329	.	i	34	-15	689	.	.	.	.	2.3	1115	.	.	.
CN(N=Nc1ccc([N+](=O)[O-])cc1)c1ccccc1	0.0	1019	1	i	58	-2	599	i	9	12%	2%	-0.25	1249	2.3	3.5	4.3
COc1ccc(OC)c(C2C(C#N)=C(N)Oc3cc(N)ccc32)c1 (stereo not given)	5.2	1092	1.1	i	34	-26	829	i	39	22%	21%	1.2	1259	9.0	16	18
NC(=O)CCN(Cc1ccccc1)S(=O)(=O)c1ccccc1	-2.2	1006	1	i	22	.	.	i	9	-5%	-4%	-0.12	1350	5.4	2.7	7.8
Cc1c(C(=O)NCCc2ccccc2)oc2ccc(S(=O)(=O)N3CCOCC3)cc12	-0.7	1025	1.1	i	25	11	707	i	-14	13%	10%	-0.12	1822	4.2	3.1	13
Cc1cc(Cl)ccc1C(=O)C1CCCN(C(=O)c2cc(C(C)C)no2)C1 (stereo not given)	-1.2	1005	1	i	53	3	738	i	2	9%	8%	-0.37	1429	1.3	0.7	3.9
CN(C)c1ccc(/C=C(\Cl)c2nc3ccccc3s2)cc1	4.6	941	0.8	i	30	10	508	i	23	6%	1%	1	1330	7.7	8.6	14
Cc1ccc(CNS(=O)(=O)N(C)C)cc1	-3.5	1336	1.1	i	23	7	698	i	9	2%	-5%	0.07	939	2.9	2.2	10
Cc1cc2nc(CCN3CCOCC3)n(S(=O)(=O)c3ccc(C(C)(C)C)cc3)c2cc1C	0.2	1132	1	i	10	0	721	i	-3	0%	-5%	-0.71	761	3.4	1.6	3.8
Cc1c(C(=O)N(Cc2ccccc2)C(C)C)cnn1-c1ccccc1	1.6	1299	.	i	23	-14	657	.	.	.	.	-0.5	1116	.	.	.
N#CC(C(=O)NCCc1ccccc1)c1nc2ccccc2nc1N1CCOCC1 (stereo not given)	.	.	1	i	58	0	756	i	-5	18%	16%	0.42	1312	3.3	3.7	3.1
NC(N)=NS(=O)(=O)c1ccc(N=C2C(=O)Nc3ccccc32)cc1	-2.2	1187	.	i	64	0	729	.	.	.	.	0.15	1535	.	.	.
NNc1nc2c(F)cccc2s1	-1.3	1062	1.2	i	32	-7	647	i	-1	12%	9%	0.02	1455	4.3	2.6	12
Cc1ccc(OCc2nnc(NC(=O)c3cccnc3)s2)cc1	-1.1	1334	.	i	55	-6	713	.	.	.	.	-0.07	936	.	.	.
COc1ccc(OC)c(C(=O)N2CCC(C(=O)c3ccc(F)cc3)CC2)c1	-2.3	567	1.1	i	15	-45	709	i	-2	4%	2%	.	.	2.6	1.4	1.8
Clc1ccc2c(c1)C(N1CCNCC1)Cc1ccccc1S2 (stereo not given)	-5.8	146	1	i	20	-5	686	+	6.2*	4%	12%	.	.	67	6.1	62
O=C(CC1C(=O)NCCN1Cc1cccc(Oc2ccccc2)c1)NCCc1ccccn1 (stereo not given)	-3.8	1027	1.1	i	47	-8	634	i	37	-2%	18%	1.7	1525	3.0	2.1	2.6
Cc1cc(=O)oc(C)c1C(=O)OC(C(=O)c1ccccc1)c1ccccc1 (stereo not given)	-1.9	569	1	i	32	-12	683	i	14	2%	3%	0	1189	3.7	2.4	2.4
O=C(c1sc2ccccc2c1Cl)N(Cc1ccco1)C1CCS(=O)(=O)C1 (stereo not given)	-5.9	991	1.1	i	50	.	.	i	22	-11%	2%	-0.52	1387	1.7	2.0	16
CN=c1scc(-c2cccs2)n1/N=C/c1ccccc1O	.	.	0.8	i	34	5	666	i	-8	5%	15%	0.53	1303	2.7	1.8	6.0
Cc1cc(-c2ccccc2)oc(=O)c1NC(=O)c1ccccc1	3.4	772	1	i	23	-6	694	i	9	6%	8%	.	.	1.9	2.5	7.7
CC(C)(C)C1=Nn2c(nnc2C2CCCCC2)SC1	0.8	963	1.1	i	45	16	649	i	7	2%	-5%	0.24	1384	2.3	1.7	12
CCO/C=C1/C(=O)N(C)C(=O)c2cc(OC)ccc21	-0.7	1160	1	i	32	-2	775	i	-37	-40%	-73%	0.05	919	2.6	2.7	5.0
O=C(c1cnc2n(c1=O)CCS2)N1CCN(c2ccccc2Cl)CC1	-0.9	1115	1.1	.	.	0	745	i	28	-5%	-1%	-0.33	1453	3.5	1.8	4.8
O=C(Nc1c(F)cc(F)cc1Br)c1cc(-c2ccc(O)cc2)on1	0.9	1243	1.1	i	18	.	.	.	.	6%	2%	1.6	902	8.5	2.2	3.2
CCN(CC)S(=O)(=O)c1cccc(NC(=O)c2ccccc2Br)c1	-1.8	1068	1	i	44	-16	633	i	-2	-5%	-1%	-0.03	1179	2.6	1.5	3.9
O=C(NN1C(=O)/C(=C/c2cccs2)SC1=S)c1cccnc1	-0.3	1337	.	i	50	-16	636	.	.	.	.	0.11	1006	.	.	.
C/C(=N\NC(=O)c1ccc([N+](=O)[O-])cc1)c1cccc([N+](=O)[O-])c1	-1.9	999	1.1	i	38	1	650	i	4	3%	2%	0.15	1619	5.4	1.4	7.6
Cc1cccc(C)c1NC(=O)CN(C)c1ccc(C(F)(F)F)cn1	-1.7	559	1	i	51	10	730	i	-3	-20%	-23%	0.22	1170	1.2	1.8	6.2
CC1=CN2C(=N)/C(=C/c3ccc(Sc4ccc(C)cc4)o3)C(=O)N=C2S1	-2.7	541	0.8	i	42	-2	656	i	-17	7%	12%	0.04	1261	2.6	2.3	1.6
O=C(c1ccc2ccccc2c1)C1CCCN(C(=O)c2cnccn2)C1 (stereo not given)	-0.4	1338	.	i	22	-1	696	.	.	.	.	0.31	1004	.	.	.
Cn1c(=O)c2c(nc(CN3CCN(C(=O)c4ccco4)CC3)n2Cc2ccc(F)cc2)n(C)c1=O	-4.7	1223	1.1	i	40	4	754	i	-11	12%	5%	-1.3	1285	3.1	1.6	5.0
Nc1nc(N)c(N=Nc2ccc(C(=O)O)cc2)c(N)n1	-0.2	1331	.	i	6	32	844	.	.	.	.	2.6	1317	.	.	.
CCOC(=O)c1ccc(NC(=O)N2CC(C)OC(C)C2)cc1 (stereo not given)	-1.9&-2.7	1204&1124	1.1	i	56	4&5	735&733	i	-6	7%	0%	-0.1&-0.04	1209&1451	2.6	2.3	3.6
CCOc1cccc(/C=C/c2ccc3ccccc3n2)c1OC(C)=O	0.4	1523	1	i	8	-24	592	i	7	4%	0%	-0.46	1226	5.5	4.0	3.2
Cn1nnnc1SCC(=O)Nc1ccccc1C(N)=O	-0.2	1053	1.1	i	13	6	673	i	19	-7%	-10%	0.42	1623	6.0	1.6	7.2
CCn1c(SCC(=O)NC2CCCCC2)nnc1-c1cc2cccc(OC)c2o1	1.5	1234	1	i	13	.	.	i	-4	14%	16%	-0.46	1706	2.5	2.3	7.1
COc1ccc(OC)c(NC(=O)CSc2nncc3ccc(OC)c(OC)c23)c1	-0.7	1381	.	i	30	10	691	.	.	.	.	0.63	1150	.	.	.
COc1cccc(NC(=S)N(CCCN2CCCC2)Cc2cccn2Cc2ccc(Cl)cc2)c1	0.3	1064	1.1	i	20	4	565	i	49	17%	13%	-1.6	1120	3.9	2.3	6.1
Cc1cc(N2CCOCC2)nc(SCC(=O)OCc2ccccc2)n1	0.0	1099	1	i	23	0	710	i	-34	-5%	-2%	-0.02	1231	1.9	1.7	3.3
Cc1cc2oc(=O)c3c(c2cc1OCc1nn[nH]n1)CCCC3	-3.0	987	1.1	i	15	.	.	i	5	-2%	13%	0.76	1236	3.4	2.0	5.7
CN1CCN(S(=O)(=O)c2cccc(C(=O)NC3CCCc4ccccc43)c2)CC1 (stereo not given)	4.4	708	1.1	i	38	.	.	i	-1	6%	9%	0.4	1268	3.9	2.4	7.1
Cc1ccc(NC(=O)CN2CCc3ccccc3C2)cc1	.	.	1.1	i	38	7	793	i	29	-2%	-3%	0.12	863	2.1	1.5	5.1

# Single records (already shown). Screens in order: b-catenin transl | b-catenin transl cell count 5 µM | TNAP activators | T cell modulator | T cell modulator vesicle-bound % | Hep lipid drop | Hep lipid drop cells 6.5 µM | Autophagy mod | Autophagy mod cell loss 18 h | human PMI inhibition | PMI inhibition | Insulin prom up | Insulin prom up cell count | MT stabilizer | MT stabilizer Hoechst-high % | MT stabilizer cytotoxicity %
# Record of CCN(CC)S(=O)(=O)c1cccc(NC(=O)c2ccccc2Br)c1 = -1.8 | 1068 | 1 | i | 44 | -16 | 633 | i | -2 | -5% | -1% | -0.03 | 1179 | 2.6 | 1.5 | 3.9
# Record of Cc1cc(-c2ccccc2)oc(=O)c1NC(=O)c1ccccc1 = 3.4 | 772 | 1 | i | 23 | -6 | 694 | i | 9 | 6% | 8% | . | . | 1.9 | 2.5 | 7.7
